GLP-1R inv ag = acts as inverse agonist at human GLP-1 receptor. P43220. HEK293 GLP-1R CRE-luciferase, luminescence, 24 h; GLP-1R form is constitutively active. Potency, µM (doses to about 38.3 µM), for the others: at the top dose activity change, negative = inhibition, actives largely listed as inhibitors. 1.6% of 410,000 active. AID 624417; also: potency is read from the fitted curve at half-maximal effect; % is scaled to controls: 0 for no effect and ±100 for the full control effect; nearly all actives have a fitted effect of over 55% in size
Target sequence (P43220 whole entry, looked up): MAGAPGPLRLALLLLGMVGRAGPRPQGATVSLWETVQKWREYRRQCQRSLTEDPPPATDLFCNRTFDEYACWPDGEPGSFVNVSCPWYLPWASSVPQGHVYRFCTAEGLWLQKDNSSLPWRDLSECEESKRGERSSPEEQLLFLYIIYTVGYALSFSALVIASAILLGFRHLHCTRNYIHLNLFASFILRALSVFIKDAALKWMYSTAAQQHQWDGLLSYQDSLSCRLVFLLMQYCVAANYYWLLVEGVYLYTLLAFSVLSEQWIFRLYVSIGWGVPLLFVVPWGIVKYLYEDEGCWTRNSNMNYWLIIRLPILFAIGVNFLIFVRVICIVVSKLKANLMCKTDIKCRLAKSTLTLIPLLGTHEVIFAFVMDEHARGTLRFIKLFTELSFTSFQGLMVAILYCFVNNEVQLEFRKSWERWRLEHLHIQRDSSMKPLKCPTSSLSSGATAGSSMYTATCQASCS
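qHTS in 1536-well format: reporter HEK293 cells expressing constitutive GLP-1R activity in DMEM + 10% Nu serum, 24 hr with compounds at 37 deg C, luminescence read after 12 min with detection reagent.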
aSyn yeast inh = inhibitors of alpha-synuclein toxicity in yeast; Yeast expressing alpha-synuclein, growth rescue, BacTiter-Glo, 24 h; Potency, µM (highest dose often 46.1 µM), without a hit: at the highest dose growth rescue (activation), actives largely listed as activators; 0.14% of 370,000 active; AID 652106; also: potency is read from the fitted curve at half-maximal effect; % of control where 0% means no effect; nearly all actives have a fitted effect of over 65% in size
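Screening used galactose-induced yeast with toxic alpha-synuclein levels, exposed to compound for 24 hr at 30 deg C. Cell growth, read with BacTiter-Glo luminescence, gave the measured signal.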
FUS suppressor = rescues growth of FUS-expressing yeast | S. cerevisiae FUS-expressing, growth rescue, OD600, 24 h | Potency, µM (doses to about 76.6 µM), for inactives: at the top dose growth rescue (activation), usual class: activators | 0.24% of 390,000 active | AID 1347120;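 also: potency is read from the fitted curve at half-maximal effect; plate controls were DMSO vehicle for no effect and reference control for full effect; nearly all actives have a fitted effect of over 55% in size; some results filed as inactive show a strong effect at the top dose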
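Galactose (2%) drives FUS expression in yeast precultured in raffinose; seeding density OD 0.005. Test compounds incubated 24hr at 30C and 99% humidity before absorbance at 600 nm was measured.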
GLP1R ag = GLP-1 receptor (human) agonism; HEK293 GLP-1R CRE-luciferase, luminescence, 4-6 h; cells express a hypersensitive GLP-1R form; Potency, µM (top dose mostly 45.6 µM), inactives show top-dose activation, usual class: activators; 0.007% of 380,000 active; also: potency is read from the fitted curve at half-maximal effect; % of control where 0% means no effect
Abeta rescue = A-beta toxicity reversal in yeast | AID 1347071 | 0.063% of 410,000 active | yeast expressing A-beta42, growth rescue, OD600, 48 h; response scale: 0% DMSO, 100% iron-clioquinol control | Potency, µM (top dose mostly 46.1 µM), inactives show at the top dose growth rescue, hits mostly activators; also: potency is read from the fitted curve at half-maximal effect; nearly all actives have a fitted effect of over 55% in size
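Yeast A-beta toxicity model in growth medium with pinned compounds, 48 h at 30 C; growth read as absorbance at 600 nm. Normalized to FeCl3/clioquinol equimolar mix (positive) and DMSO (negative).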
PTHR1 agonist = PTHR1 (human) receptor agonism | AID 743266 | Potency, µM (top dose mostly 115 µM), for the others: at the top dose activation, most hits filed as activators | HEK293 GP2 PTHR1 cells, GloSensor cAMP luminescence, 1 h | 0.075% of 410,000 active | Q03431; also: potency is read from the fitted curve at half-maximal effect; nearly all actives have a fitted effect of over 55% in size; some results filed as inactive show a strong effect at the top dose; inactives centre near -15; many of its hits are not listed in these tables
Target sequence (Q03431 whole entry, looked up): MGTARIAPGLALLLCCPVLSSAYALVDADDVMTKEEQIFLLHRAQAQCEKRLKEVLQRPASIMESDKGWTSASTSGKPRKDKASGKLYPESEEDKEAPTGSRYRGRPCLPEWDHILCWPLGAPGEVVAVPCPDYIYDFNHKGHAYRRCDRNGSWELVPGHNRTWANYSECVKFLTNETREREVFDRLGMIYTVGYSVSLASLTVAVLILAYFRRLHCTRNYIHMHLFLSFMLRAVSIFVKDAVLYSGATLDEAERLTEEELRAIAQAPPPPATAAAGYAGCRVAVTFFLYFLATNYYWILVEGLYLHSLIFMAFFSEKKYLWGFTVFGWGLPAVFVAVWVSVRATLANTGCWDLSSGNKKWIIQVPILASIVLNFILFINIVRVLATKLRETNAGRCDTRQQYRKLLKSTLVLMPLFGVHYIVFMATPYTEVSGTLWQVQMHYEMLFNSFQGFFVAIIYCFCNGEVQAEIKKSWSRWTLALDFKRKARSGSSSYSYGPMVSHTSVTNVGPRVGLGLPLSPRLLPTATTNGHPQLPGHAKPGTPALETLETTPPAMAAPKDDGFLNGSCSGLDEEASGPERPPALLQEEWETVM
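HEK-293-derived GP2 cells expressing PTHR1 and a GloSensor cAMP reporter, 3,000/well, plated overnight, given luciferin plus IBMX (each 0.5 mM as added) for 1 h at 37 °C, then compound for 1 h at 37 °C. Luminescence was read after 15 min at room temperature.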
pAkt inh = blocks phosphorylation of Akt; 0.32% of 360,000 active; activity change, % for hits at 50 µM; Neuro2A IGF-stimulated pAkt S473 HTRF, 20 min; hits give low values; in the data active = activity change below about -80%; inconclusive = mostly about -51% to -80%; also: % is scaled to controls: 0 for no effect and ±100 for the full control effect
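Neuro2A cells (4,500/well, DMEM with 0.5% FBS) were treated with compound at a single 50 µM final concentration, stimulated with 6 nM IGF for 20 min at 37 °C, and lysed. Phospho-Akt Ser473 was read by HTRF as 665/615 ratio ×10^4.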
DRD3 antagonist = D3 dopamine receptor (human) antagonism; D3R cells, DiscoveRx beta-arrestin luminescence, antagonist mode; hits give low values; max response, negative = inhibition, %; 2.5% of 360,000 active; in the data active = max response below about -50%; inconclusive = no clear call, values can overlap the other calls; also: % is scaled to controls: 0 for no effect and ±100 for the full control effect; mostly tested at two doses, the higher about 12 µM
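Cells expressing the human receptor were seeded at 1500 cells/well, incubated overnight at 37 degrees C in 5% CO2, then exposed to library compounds with dopamine controls for 90 minutes at 37 degrees C before luminescent detection.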
TDP43 rescue = inhibitors of TDP-43 toxicity in yeast; 1.8% of 410,000 active; TDP-43 expressing yeast growth rescue, BacTiter-Glo, 24 h; Potency, µM (highest dose often 46.1 µM), without a hit: at the top dose growth rescue (activation), actives largely listed as activators; also: potency is read from the fitted curve at half-maximal effect; % of control where 0% means no effect; nearly all actives have a fitted effect of over 50% in size
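Cell-based yeast growth screen: TDP-43 expression induced in galactose, inoculum OD600=0.02 after raffinose pregrowth to mid-log. Read-out BacTiter-Glo luminescence at 24 hr, 30 deg C; inhibition of toxicity seen as signal increase.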
Starred values were filed as active, the others as inactive; i = inactive; u = inconclusive; x = not tested or not shown; [ ] = another dose, or the depositor's remark. Unless noted, calls follow the shape of the dose curve; as a rule, active = well fitted curve in the direction sought with a large enough effect; inconclusive = small, poorly fitted or top-dose-only effect, or another doubt; inactive = no such curve, though single readings can be large; an effect the other way counts as inactive or inconclusive. Not all compounds are listed (hit frequency here may not be typical).

Compound | PTHR1 agonist | GLP-1R inv ag | DRD3 antagonist | aSyn yeast inh | Abeta rescue | TDP43 rescue | GLP1R ag | pAkt inh | FUS suppressor
OC1CC(c2ccco2)NC2(CCCCC2)C1 (stereo not given) | i | 18.2% | u | -10.2% | 1.1% | -7.1% | 1.3% | i | -9.5%
COC(=O)c1ccc(N2CCN(C)CC2)c(NC(=O)COc2cccc(C)c2)c1 | -0.3% | -2.5% | 5.9 | -0.2% | -3.2% | -11.0% | 10.2% | i | -32.0%
COCCN(C(=O)C1CCC1)c1c(N)n(CC(C)C)c(=O)[nH]c1=O | i | 12.7% | 7.5 | -1.4%[1.84 µM] | -5.4% | 1.7% | 1.1% | i | -3.5%
O=C(CCl)NCCCCCCCCCNC(=O)CCl | -20.4% | u | -8.0 | 3.7% | -30.2% | u | 8.7% | i | -5.1%
COC(=O)CSc1nnc(SCc2ccc(OC)cc2)s1 | i | -9.8% | 8.7 | -0.9% | 8.6% | 28.6% | 1.5% | i | 11.9%
CCOC(=O)c1c(NC(=S)Nc2ccc(Cl)cc2)sc2c1CCN(C)C2 | i | -19.1% | -11.2 | 14.2% | -66.8%[inhibitor] | 6.2% | 11.8% | i | 21.7%
Cc1ccc(N=C(NO)c2cnccc2C(F)(F)F)c(C)c1 | i | 3.4% | -15.7 | -4.4% | -4.1% | 4.8% | 1.0% | i | 15.2%
N#Cc1cccc(CN2CCCN(Cc3ccc(F)cc3)S2(=O)=O)c1 | -51.2%[inhibitor] | u | 29.3 | 5.0% | 5.8% | u | -3.6% | i | 13.4%
COc1ccc(N2CCN(C(c3cc4ccc(C)cc4[nH]c3=O)c3nnnn3C3CCCC3)CC2)cc1 (stereo not given) | -10.2%[57.5 µM] | -1.6% | -19.7 | 0.8% | 7.9% | -10.0% | -10.7% | i | 42.4%
Cc1cc(NC(=O)CSCC(=O)Nc2ccc(C)c(C)c2)no1 | -0.9% | -23.5% | 7.6 | -0.2% | 11.8% | 10.0% | -6.5% | i | -17.1%
Cc1ccc(C)c(SCC(=O)Nc2ccc(S(=O)(=O)Nc3ncccn3)cc2)c1 | -5.3% | 23.1% | -12.9 | -0.2% | -0.5% | -1.1% | 0.9% | i | 40.6%
Cc1ccc(S(=O)(=O)N2CCC(C(=O)OC(C)C(=O)N(C)c3ccccc3)CC2)cc1C (stereo not given) | -25.4% | u | -5.6 | 6.5% | -0.8% | 18.6% | 7.2% | i | u
NC(=O)c1nsc(C(=O)N(Cc2cccnc2)C(C(=O)NC2CCCC2)c2ccc(F)cc2)c1N (stereo not given) | i | 3.3% | 3.7 | -0.6% | -8.7% | 8.9% | 8.2% | i | 7.1%
COc1cc(C(=O)N2CCN=C2c2ccccc2)cc(OC)c1OC | i | 29.4% | 0.4 | 2.3% | 5.8% | -3.6% | -0.7% | i | 13.3%
O=C1NCCN(Cc2ccc(Cl)c(F)c2)C1CC(=O)N1CCCCO1 (stereo not given) | i | 10.9% | 25.7 | -8.2% | -0.4% | 15.5% | -8.7% | i | -21.6%
COc1ccc(-c2nc(CNS(=O)(=O)c3ccc(C)cc3)cs2)cc1 | i | -14.5% | x | x | -21.0% | 2.6% | x | x | -2.9%

Results in DRD3 antagonist, PTHR1 agonist and GLP-1R inv ag, for some of the entries so far:
| Molecule | DRD3 antagonist | PTHR1 agonist | GLP-1R inv ag |
| --- | --- | --- | --- |
| Cc1ccc(C)c(SCC(=O)Nc2ccc(S(=O)(=O)Nc3ncccn3)cc2)c1 | -12.9 | -5.3% | 23.1% |
| Cc1cc(NC(=O)CSCC(=O)Nc2ccc(C)c(C)c2)no1 | 7.6 | -0.9% | -23.5% |

Going on with the list.
Compound | PTHR1 agonist | GLP-1R inv ag | DRD3 antagonist | aSyn yeast inh | Abeta rescue | TDP43 rescue | GLP1R ag | pAkt inh | FUS suppressor
CSc1ncc(C(=O)Nc2ccccc2C(F)(F)F)c(-c2ccccc2)n1 | i | 0.5% | x | x | -10.5% | 4.4% | x | x | -12.5%
CNS(=O)(=O)c1cc(N(C)S(=O)(=O)c2ccc(C)cc2)c(C)cc1C | -3.0% | -27.9% | 5.5 | -4.5% | -9.8% | 4.0% | 2.7% | i | -20.8%
COc1ccc2[nH]c(C)c(CCNC(=S)Nc3ccccc3OC)c2c1 | -33.0%[inhibitor] | -27.8% | -0.6 | 0.3% | 5.3% | 4.0% | -2.1% | i | 19.4%
CSc1ncccc1C(=O)OCC(=O)Nc1ccc(C)c(S(=O)(=O)N2CCOCC2)c1 | -45.9% | 6.2% | 12.8 | 21.4% | 13.0% | u | 1.4% | i | 28.5%
O=C1CC(Cc2ccccc2)C(=O)N1c1ncccn1 (stereo not given) | -6.8% | -3.6% | -7.6 | -0.5% | -14.4% | -0.4% | -5.9% | i | -30.4%
CCc1c(C)nc(SCC(=O)c2cccs2)c(C#N)c1C | -12.2%[57.5 µM] | 0.0% | 3.7 | 7.7% | -5.6% | 2.4% | -1.2% | i | 6.0%
CC(C)c1cc(=O)[nH]c(N2CCN(Cc3ccc4c(c3)OCO4)CC2)n1 | i | 4.3% | -10.0 | -3.4% | -3.5% | -10.3% | 10.8% | i | -3.7%
COc1ccc(/C=C2\CCCCC2=O)cc1 | -2.6% | 5.6% | -7.3 | -2.6% | -40.3%[inhibitor] | 15.5% | 6.8% | i | -4.7%
COc1ccc(NC(=O)c2oc3ccccc3c2NC(=O)c2cc(=O)c3c(C)cc(C)cc3o2)cc1 | -30.7%[inhibitor] | 16.4% | x | x | 6.9% | 20.5% | x | x | -21.9%
CC(=O)Nc1cccc(C(=O)OCc2ccccc2)c1 | -22.9% | 7.5% | 19.5 | -7.2% | -4.7% | 12.6µM* | 6.0% | i | 0.2%
O=C1CC(c2ccc(Cl)cc2)Oc2ccc(Cl)cc21 (stereo not given) | -11.9% | u | -17.5 | -11.5% | 9.5% | 4.3% | 9.3% | i | 10.9%
COc1cc(/C=N/NC(N)=O)cc([N+](=O)[O-])c1O | -3.2% | -3.7% | u | -5.3% | -4.2% | 0.6% | -1.0% | i | 0.7%
O=C(COC(=O)c1cc(=O)[nH]c(=O)[nH]1)Nc1cccc(Cl)c1 | -8.3% | 0.0% | -1.1 | 1.1% | -7.0% | 8.6% | -4.7% | i | 0.6%
CCOC(=O)c1sc(NC(=O)CN2C(=O)NC3(CCCCCCC3)C2=O)c(C(=O)OCC)c1C | i | 7.1% | 7.0 | 2.3% | 22.7% | 20.7% | -1.6% | i | 5.1%
Cc1ccccc1Nc1c(F)c(F)c(F)c(F)c1C(=O)O | -3.6% | 5.5% | -6.2 | 1.6% | -9.9% | -10.3% | 1.9% | i | -23.4%
CC[C@@H]1CCCCc2ccccc2[C@H](C(=O)C[C@H](O)CC(C)=O)OC1=O | i | 16.2% | 17.6 | 1.3% | 3.0% | 3.8% | 10.2% | i | -11.0%
O=C(Nc1ccccn1)c1ccc(=O)[nH]n1 | i | 0.0% | 144.2 | -5.9% | 3.5% | 9.5% | -26.9% | i | x
CCCNC(=O)c1ccc2c(=O)c(O)c(-c3ccc(C)cc3)[nH]c2c1 | -14.3% | u | -8.7 | -14.4% | -19.8% | 9.1% | -3.9% | i | -0.3%
O=c1cc(CN2CCN(Cc3ccccc3)CC2)c2cc(Cl)ccc2o1 | i | -17.6% | -29.7 | -2.9% | 2.9% | -23.2% | -4.3% | i | 1.4%
Cc1ccccc1NC(=O)C1CCN(S(=O)(=O)c2ccccc2)CC1 | -57.4%[inhibitor] | 7.8% | x | x | 3.5% | 5.7% | x | x | 2.7%
Cc1nc(-c2ccccc2)sc1C1(C)CC(c2ccccc2F)=NO1 (stereo not given) | -65.7%[inhibitor] | u | 4.2 | 0.4% | -12.4% | u | -4.3% | i | 32.7%
Cc1ccc(C)c(C(=O)O/N=C(\N)c2ccc(Br)cc2)c1 | -14.4%[57.5 µM] | u | 19.9 | -25.9% | -20.1% | u | u | i | 6.9%
O=C(CNC(=O)c1ccccc1F)NC1CCN(Cc2ccccc2)CC1 | i | 1.0% | -11.8 | 0.1% | 3.6% | -10.0% | 13.4% | i | 10.3%
CC(C)(C)c1nnc(N/N=C/c2ccccc2O)n(N)c1=O | -34.4%[inhibitor] | u | 78.4 | 17.8µM* | 11.2µM* | 12.8% | -11.3% | i | 17.3%
O=C(NCc1ccc2c(c1)OCO2)c1ccco1 | -9.3% | -8.7% | 12.4 | 1.2% | 8.3% | 9.0% | 3.4% | i | -5.0%
S=C(NCCSCc1ccccc1Cl)Nc1ccccc1 | -22.0%[57.5 µM] | u | 7.0 | 16.9% | -23.5% | 12.6µM* | 0.0% | i | -0.2%
CCOc1ccc(CCNC(=O)c2cnc3sc(N4CCCCCC4)nn3c2=O)cc1 | i | 8.0% | x | x | -13.7% | 19.0% | x | x | 13.9%
COc1cccc(N2CCN(c3ncnc4c3cnn4-c3ccc(C)cc3C)CC2)c1 | -25.3% | u | -16.0 | -8.9% | 3.2% | u | -12.7% | i | 21.4%
O=C(CN1C(=O)C(=O)N(Cc2ccccc2)C1=O)c1ccc[nH]1 | i | 6.8% | 23.8 | 1.8% | 0.1% | 0.0% | -11.7% | i | x
COc1cccc(C2=NS(=O)(=O)N(C)C(C(=O)Nc3ccccc3SC)=C2)c1 | -24.1% | 10.8% | x | x | -23.7% | 18.1% | x | x | 33.3%
Cc1ccc(Cl)cc1N(CC(=O)NC1CCCC1)C(=O)c1csnn1 | -19.5% | u | -2.7 | 1.0% | -2.8% | -5.5% | 0.3% | i | 9.7%

Screening data (PubChem)
